Source: PubChem BioAssay (National Center for Advancing Translational Sciences (NCATS))
GCN5L2 inh = blocks human GCN5L2 histone acetyltransferase; Q92830; GCN5L2 HAT assay, ThioGlo1 CoA-SH fluorescence; Potency, µM (series often up to 58.9 µM), for inactives: at the highest dose activity change, negative = inhibition, hits mostly inhibitors; 390,000 tested, 0.21% active; AID 504327
Target sequence (Q92830 whole entry, looked up): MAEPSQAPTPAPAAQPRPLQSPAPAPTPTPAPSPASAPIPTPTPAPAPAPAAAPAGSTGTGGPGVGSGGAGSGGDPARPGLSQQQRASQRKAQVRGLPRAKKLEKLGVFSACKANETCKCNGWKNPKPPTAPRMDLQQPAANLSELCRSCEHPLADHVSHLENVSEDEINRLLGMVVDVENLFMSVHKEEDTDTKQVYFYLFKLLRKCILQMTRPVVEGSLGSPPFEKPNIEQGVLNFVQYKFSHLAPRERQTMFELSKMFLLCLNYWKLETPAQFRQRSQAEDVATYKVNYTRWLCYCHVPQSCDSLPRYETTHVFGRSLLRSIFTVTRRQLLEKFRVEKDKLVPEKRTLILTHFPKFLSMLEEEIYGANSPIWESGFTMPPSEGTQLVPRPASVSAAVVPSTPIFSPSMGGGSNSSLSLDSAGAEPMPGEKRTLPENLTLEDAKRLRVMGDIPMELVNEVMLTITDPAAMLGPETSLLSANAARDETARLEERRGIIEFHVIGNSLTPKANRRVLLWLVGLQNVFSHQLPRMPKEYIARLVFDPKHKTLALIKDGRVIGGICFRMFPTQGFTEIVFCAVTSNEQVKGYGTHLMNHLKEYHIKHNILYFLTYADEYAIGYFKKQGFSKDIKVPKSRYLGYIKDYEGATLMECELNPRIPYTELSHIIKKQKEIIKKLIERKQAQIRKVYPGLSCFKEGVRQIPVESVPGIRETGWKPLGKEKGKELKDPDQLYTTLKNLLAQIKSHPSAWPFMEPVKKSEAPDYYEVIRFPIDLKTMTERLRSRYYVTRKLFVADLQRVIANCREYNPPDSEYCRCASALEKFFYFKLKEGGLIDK
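Preincubate 20nM GCN5L2 with compound 15 min, RT → add 50uM ThioGlo1 + 75uM H3(1-25) + 70uM acetyl-CoA → read fluorescence 0 and 20 min. Primary qHTS; fluorescent artifacts likely.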
FEN1 inhibitor = inhibitors of human flap endonuclease 1 | P39748 | Recombinant FEN1 flap cleavage, fluorescence, 15 min | Potency, µM (top dose mostly 114 µM), inactives show at the top dose activity change, negative = inhibition, usual class: inhibitors | 390,000 tested, 0.35% active; also: nearly all actives have a fitted effect of over 65% in size
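FEN1 at 10 nM preincubated with compounds 15 min at room temperature, then flap DNA substrate added at 50 nM final. Signal read at 0 and 15 min; concentration-response fitted with four-parameter Hill equation.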
N370S GC mod = inhibitors or activators of N370S glucocerebrosidase for Gaucher disease; N370S GC spleen homogenate, 4MU-glucoside fluorescence; 330,000 tested, 0.092% active; Potency, µM (titrated, usually from 59.4 µM), for inactives: top-dose activity change, negative = inhibition, actives largely listed as inhibitors; P04062; AID 2101;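 also: 0% = full enzyme activity and -100% = no enzyme basal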
* marks the source's active call; other numbers are inactive results; ? = inconclusive; / = no result given; [ ] = another dose, or the depositor's remark. Calls follow the shape of the dose curve; as a rule, active = well fitted curve in the direction sought with a large enough effect; inconclusive = small, poorly fitted or top-dose-only effect, or another doubt; inactive = no such curve, though single readings can be large; an effect the other way counts as inactive or inconclusive. Unless noted, % is scaled to controls: 0 for no effect and ±100 for the full control effect; potency is read from the fitted curve at half-maximal effect.

GCN5L2 inh | FEN1 inhibitor | N370S GC mod | SMILES
2% | 6% | -9% | CN(C)S(=O)(=O)c1ccc(N2CCCC2)c(C(=O)NC2CCC(O)CC2)c1 (stereo not drawn)
-1% | 9% | 7% | Brc1ccccc1OCCOc1cccc2cccnc12
-5% | -2% | 8% | Cc1ccc(NC(=O)NNS(=O)(=O)c2ccc(Br)cc2)cc1
-8% | -1% | 9% | CCN(CC(=O)Nc1cccc(S(=O)(=O)N2CCCC2)c1)CC(=O)Nc1ccccc1OC
/ | -5% | 2% | C=C1CCN(C(CC(C)C)C(=O)Nc2ccc(OC)cc2)S(=O)(=O)c2ccccc21 (stereo not drawn)
-11% | -10% | / | O=C(COC(=O)c1ccccc1C(F)(F)F)NC(=O)NCc1ccco1
-5% | 16% | 1% | CCOc1cc(Br)ccc1S(=O)(=O)N1CC(C)OC(C)C1 (stereo not drawn)
-4% | -1% | ? | CCc1ccc2nc(N(CCCN(C)C)C(=O)c3ccc(S(=O)(=O)N4CCCc5ccccc54)cc3)sc2c1
0% | -3% | 7% | COCCNC(=O)C(c1cccs1)N(Cc1ccccc1)C(=O)Cn1nnc2ccccc21 (stereo not drawn)
-1% | -3% | 11% | Cc1cc(NC(=O)c2ccc3c(c2)C(=O)N(C)C3=O)no1
4% | -3% | 0% | COc1ccccc1-n1ccnc(SCC(=O)NCCc2ccccc2)c1=O
? | 6% | 1% | Cn1c(=O)cc(OCC(=O)NCc2ccccn2)c2ccccc21
1% | 3% | -11% | CC1CCC(C(C)C)C(OC(=O)Cn2c(-c3ccc(F)cc3)[n+](C)c3ccccc32)C1 (stereo not drawn)
-14% | 17% | -2% | [O-]/[N+](=C\c1ccc(OC(F)F)cc1)c1ccccc1
14% | 2% | 5% | O=C(CSc1nnc(CN2CCOCC2)n1-c1ccc(Cl)cc1)Nc1ccc2c(c1)OCO2
-2% | 9% | 3% | O=C(Cc1c(F)cccc1Cl)Nc1ccccc1-c1ccccc1
-2% | -4% | 7% | COCCCNC(=O)Cn1cnc2sc(C)c(S(=O)(=O)N3CCN(c4ncccn4)CC3)c2c1=O
-2% | 2% | / | Brc1ccc(CN2CCc3nc(Nc4ccccc4)ncc3C2)s1
-6% | -7% | 6% | CCC(C)(C(=O)NC1CCCC1)N(Cc1ccco1)C(=O)Cc1cccs1 (stereo not drawn)
-25% | -5% | -3% | COCCCN(C(=O)c1cc2c(s1)CCC2)c1c(N)n(Cc2ccccc2)c(=O)[nH]c1=O
-4% | 5% | 0% | COc1ccccc1N1CCN(C(=O)c2cc(-c3ccc(Br)cc3)on2)CC1
-3% | -1% | / | Cc1ccccc1CNC(=O)c1ccc(CS(=O)Cc2ccc(Cl)cc2)o1 (stereo not drawn)
-3% | -14% | 5% | COCCN(Cc1cc2cc3c(cc2nc1Cl)OCO3)C(=O)c1ccc(C)cc1
1% | 5% | -4% | O=C(Nc1cccc(NC(=O)c2ccco2)c1)c1ccc2c(c1)OCCO2
1% | 14% | / | CCOC(=O)N1CCc2c(sc3c2c(=O)n(Cc2ccccc2)c(=O)n3Cc2cccc(Cl)c2)C1
-2% | 8% | 3% | NC(=O)C1CCN(C(=O)COc2cccc3ccccc23)CC1
-4% | / | -5% | O=S(=O)(c1ccccc1)N1CCC2(CCN(c3ncccn3)CC2)CC1
-2% | 3% | / | O=C(COC(=O)c1ccc(O)cc1O)NNC(=O)c1cccs1
9% | -12% | -14% | CC1CC(C)CN(C(=S)Nc2ccc(SC(F)F)cc2)C1 (stereo not drawn)
-7% | -8% | -17% | CCCCc1nnc(NC(=O)CSc2nc(=O)cc(N)n2-c2cccc(C)c2)s1
1% | -10% | -2% | Cc1ccc(C)c(N2CCN(C(=O)c3ccccc3Br)CC2)c1
-1% | -8% | / | CC(C)C(=O)N[C@@H]1c2ccccc2CC[C@@H]1OCc1ccccc1
-3% | 2% | 4% | COCCN(C(=O)c1snc(C(N)=O)c1N)C(C(=O)NC1CCCCC1)c1ccc(F)cc1 (stereo not drawn)
13% | -3% | 3% | COC(=O)c1ccc(NC(=O)CCN2CCN(Cc3ccccc3)CC2)cc1
-2% | -9% | -5% | O=C(COC(=O)CCc1ccccc1)Nc1ccc(F)cc1Cl
-17% | -9% | 26% | COc1ccccc1CNC(=O)Nc1cccs1
-10% | ? | 0% | CC(C)=CCCC1(C)C=Cc2c(ccc3c2[nH]c2cc(O)c(C)cc23)O1 (stereo not drawn)
-4% | 40%[activator] | / | Cc1ccc(OCCSc2nc3ccc(NC(=O)c4cccs4)cc3s2)cc1
-7% | 21% | -24% | Cc1ccc(S(=O)(=O)NCC2CCC(C(=O)N3CCOCC3)CC2)cc1 (stereo not drawn)
-16% | -2% | -2% | CC(c1ccccc1)C(CC(=O)O)C(=O)Nc1ccc(Cl)c(Cl)c1 (stereo not drawn)
-5% | / | -5% | COc1ccc2c(=O)c3c(=O)n(Cc4ccco4)c(C4CCCCC4)nc3oc2c1
-1% | -1% | / | O=C(c1cnc(N2CCOCC2)c2ccccc12)N1CCN(c2ccccc2)CC1
-1% | -10% | -2% | COc1ccc(NC(=O)Nc2cnccn2)c(OC)c1
-6% | -3% | -5% | CCCc1nnc(NC(=O)CCC(=O)NCc2ccc(OC)cc2)s1
-1% | -9% | -4% | COc1cc(OC)c(Nc2cc(C)nc3nc(C)nn23)cc1Cl

A draw from above in order of length of the SMILES, low to high.
GCN5L2 inh | FEN1 inhibitor | N370S GC mod | SMILES
-17% | -9% | 26% | COc1ccccc1CNC(=O)Nc1cccs1
9% | -12% | -14% | CC1CC(C)CN(C(=S)Nc2ccc(SC(F)F)cc2)C1 (stereo not drawn)
-2% | 3% | / | O=C(COC(=O)c1ccc(O)cc1O)NNC(=O)c1cccs1
-6% | -3% | -5% | CCCc1nnc(NC(=O)CCC(=O)NCc2ccc(OC)cc2)s1
-4% | 5% | 0% | COc1ccccc1N1CCN(C(=O)c2cc(-c3ccc(Br)cc3)on2)CC1
-8% | -1% | 9% | CCN(CC(=O)Nc1cccc(S(=O)(=O)N2CCCC2)c1)CC(=O)Nc1ccccc1OC

Next results:
GCN5L2 inh | FEN1 inhibitor | N370S GC mod | SMILES
-19% | -16% | -1% | O=C(NCc1ccco1)C(c1ccccc1)N(C(=O)Cc1cccs1)c1ccccc1F (stereo not drawn)
-7% | -4% | 2% | COc1cc(OC)cc(C(=O)NCC2CCCN(C(=O)c3csc(C(C)C)n3)C2)c1 (stereo not drawn)
-12% | -4% | -3% | Cc1ccc(S(=O)(=O)NC(CC(=O)O)c2ccc(F)cc2)cc1 (stereo not drawn)
-2% | -2% | / | CSc1ncccc1C(=O)OCC(=O)N1CCCC1
-16% | 2% | 23% | CC1=CC(=C2C(=O)c3ccccc3C2=O)C=C(C)O1
-2% | 10% | / | CC(=O)N1CCc2cc(CNS(=O)(=O)c3ccc(F)cc3)ccc21
-14% | 3% | 13% | O=C(CSc1ccccc1)Nc1nc2ccccc2[nH]1
0% | -9% | -5% | COc1ccc(OCC(=O)N/N=C(\C)c2ccc(OC)cc2)cc1
2% | 6% | 1% | Cc1ccc2nc(SCc3cn4cccnc4n3)[nH]c2c1
-1% | 2% | 9% | COc1ccc(C)cc1S(=O)(=O)NCCc1ccccc1
-1% | -2% | 5% | Cc1ccc(NC(=O)COc2ccc(C3SCCS3)cc2)cc1
0% | -12% | / | Cc1ccc(NS(=O)(=O)c2cc(Br)cc3c2N(C(=O)C2CC2)CC3)cc1C
? | 5% | -3% | CCOC(=O)c1ccc(NC(=O)CC2S/C(=N/N=C3/NC(=O)CS3)NC2=O)cc1 (stereo not drawn)
-13% | 11% | 3% | Cc1ccc2c(c1)cc1c(=O)[nH]ncn12
1% | -5% | 3% | COc1ccc(S(=O)(=O)N2CCc3ccccc32)cc1C(=O)N1CCOCC1

Fetched by compound from the entries so far:
GCN5L2 inh | FEN1 inhibitor | N370S GC mod | SMILES
14% | 2% | 5% | O=C(CSc1nnc(CN2CCOCC2)n1-c1ccc(Cl)cc1)Nc1ccc2c(c1)OCO2
-10% | ? | 0% | CC(C)=CCCC1(C)C=Cc2c(ccc3c2[nH]c2cc(O)c(C)cc23)O1 (stereo not drawn)
1% | 14% | / | CCOC(=O)N1CCc2c(sc3c2c(=O)n(Cc2ccccc2)c(=O)n3Cc2cccc(Cl)c2)C1
-11% | -10% | / | O=C(COC(=O)c1ccccc1C(F)(F)F)NC(=O)NCc1ccco1
-2% | 10% | / | CC(=O)N1CCc2cc(CNS(=O)(=O)c3ccc(F)cc3)ccc21
-3% | -1% | / | Cc1ccccc1CNC(=O)c1ccc(CS(=O)Cc2ccc(Cl)cc2)o1 (stereo not drawn)
-14% | 3% | 13% | O=C(CSc1ccccc1)Nc1nc2ccccc2[nH]1

Remaining list, next part
GCN5L2 inh | FEN1 inhibitor | N370S GC mod | SMILES
-1% | 11% | 4% | CCN(CC(=O)NCc1cccs1)S(=O)(=O)c1ccc(NC(C)=O)cc1
-12% | -6% | -6% | O=C(NCc1n[nH]c(=S)n1-c1ccccc1)c1ccc(S(=O)(=O)N2CCOCC2)cc1
1% | 0% | -1% | O=C(NCCC1CCCCN1S(=O)(=O)c1ccccc1)C(=O)NC1CCCC1 (stereo not drawn)
-4% | 1% | / | COc1ccc(NC(=O)[C@H]2O[C@@H]3OC(C)(C)O[C@@H]3[C@H]3OC(C)(C)O[C@H]32)c(OC)c1
4% | -17% | 4% | CC1=CC(C)=Nc2ccccc2N1
-5% | -23% | / | CNC(=O)c1ccc(Nc2nnc(-c3ccc(C)c(S(=O)(=O)NC(C)(C)C)c3)c3ccccc23)cc1
0% | 1% | -4% | CCOC(=O)c1ccc(S(=O)(=O)N2CCN(C(C)=O)CC2)cc1
-5% | 0% | / | COc1ccccc1NC(=O)C1=C(C)Nc2nc(-c3ccco3)nn2C1c1cccc(C)c1 (stereo not drawn)
-2% | 6% | -4% | CC1CN(CCOc2cccc(Oc3ccccc3)c2)CC(C)O1 (stereo not drawn)
0% | -31% | / | O=c1cc(CN2CCN(S(=O)(=O)c3ccccc3)CC2)nc2ccc(Cl)cn12
-3% | -23% | / | Cc1ccc(NC(=O)CCCn2c3ccccc3c(=O)c3cc(C)ccc32)c(Br)c1
1% | 12% | -1% | C=CCn1c(SCC(=O)OCc2ccccc2)nc2c1c(=O)n(C)c(=O)n2C
-10% | -5% | 9% | COc1ccc(N2CC(C)Cn3c2nc2c3c(=O)n(Cc3ccccc3F)c(=O)n2C)c(OC)c1 (stereo not drawn)
-2% | 1% | / | CSCc1cccc(C(=O)OC(C)C(=O)Nc2c(C)n(C)n(-c3ccccc3)c2=O)c1 (stereo not drawn)
-1% | -2% | / | O=C(COC(=O)CNC(=O)c1ccc(Cl)c([N+](=O)[O-])c1)NNC(=O)c1ccccc1F
-5% | 40µM* | 20% | CCCCN1/C(=C/c2ccc3ccccc3[n+]2CC)Sc2ccccc21
-3% | -6% | -3% | O=[N+]([O-])c1cccc(-c2cn(-c3ccccc3)c(=S)[nH]2)c1
-2% | -5% | -4% | NS(=O)(=O)c1ccc(CCNC(=O)COC(=O)CC(c2ccccc2)c2ccccc2)cc1
-1% | 7% | -1% | COc1cccc(C(=O)CSc2nc3ccccc3n2CC(=O)N2CCOCC2)c1
-11% | 16% | ? | CCC(=O)N(CCC(c1ccccc1)c1ccco1)Cc1cccs1 (stereo not drawn)
2% | 2% | 0% | O=C(COC(=O)c1cccc(O)c1)Nc1nnc(-c2ccccc2)o1
10% | 1% | ? | COc1ccccc1C(=O)NCC(=O)OCC(=O)c1ccc2c(c1)-c1ccccc1C2
0% | -13% | 5% | Clc1cccc(Nc2nc(-c3cccnc3)cs2)c1
-1% | 4% | / | CCOC(=O)c1ccccc1NC(=O)COC(=O)CCC1CCCC1
3% | 8% | 6% | COc1cc(/C=C(/NC(=O)c2ccccc2Cl)C(=O)O)cc(OC)c1OC
? | -13% | ? | Cc1cc(=O)oc2c(CN3CCC(C)CC3)c(O)c(Cl)cc12
-2% | -2% | -15% | CCCc1cc(NC(=O)CCl)n(-c2ccccc2)n1
? | 4% | / | O=C(NCCC(=O)N1CCN(Cc2c(F)cccc2Cl)CC1)c1ccc(Cl)cc1
-2% | -11% | -16% | CC(C)(C)C(=O)NC(=S)NNC(=O)c1ccc(Cl)cc1Cl
-22% | -15% | -7% | O=C(O)/C(CC(=O)c1ccc(Cl)cc1)=N/Nc1ccc([N+](=O)[O-])cc1[N+](=O)[O-]
32%[activator] | -1% | 8% | CCOC(=O)N1CCN(S(=O)(=O)c2cc([N+](=O)[O-])c(C)cc2C)CC1
? | -3% | 11% | O=c1c2ccccc2nnn1CSc1ncnc2ccccc12
4% | -2% | -3% | CCOC(=O)c1c(CN(C)C)n(C)c2c(O)c(N=NC(N)=O)c3ccc(Br)cc3c12
-5% | 7% | -4% | Cc1nc2c(C(=O)NCc3ccc4c(c3)OCO4)cnn2c(C)c1Cc1ccc(F)cc1Cl
0% | -5% | 1% | C/C(=N\N1C(=O)CSC1=S)c1ccc(Br)cc1
-1% | -15% | -13% | CCOC(=O)C1CSC(CC(=O)Nc2ccc(OC(F)(F)F)cc2)C(=O)N1 (stereo not drawn)
-14% | 4% | -19% | O=C(COC(=O)COc1cccc(C(F)(F)F)c1)NC1CCS(=O)(=O)C1 (stereo not drawn)
-2% | -15% | 10% | O=C(CSc1nnnn1C1CC2CCC1C2)Nc1ccnc2ccccc12 (stereo not drawn)
